TEAD-YAP block – TEAD-YAP interaction inhibition, primary screen, TEAD-YAP interaction inhibitor project, luminescence, HEK-TIYL cells; TEAD-Gal4/YAP UAS-luciferase luminescence; inhibition, % at 9.12 µM; actives 1.4% (n = 640,000); AID 1259422, 2018; in the data active = inhibition above about 32%;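 note: 0% = median of test compound wells and 100% = reference inhibitor wells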
GPR151 activ – activators of human GPR151, primary screen, cell-based, PathHunter beta-arrestin, luminescence | activation, % at 11.2 µM | actives 1% (n = 650,000) | PathHunter beta-arrestin GPR151 cells | G-protein coupled receptor 151 (Homo sapiens), Q8TDV0; in the data active = activation above about 4.9%;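 note: 0% = median of compound wells and 100% = cells with positive control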
Target sequence (Q8TDV0 whole entry, looked up): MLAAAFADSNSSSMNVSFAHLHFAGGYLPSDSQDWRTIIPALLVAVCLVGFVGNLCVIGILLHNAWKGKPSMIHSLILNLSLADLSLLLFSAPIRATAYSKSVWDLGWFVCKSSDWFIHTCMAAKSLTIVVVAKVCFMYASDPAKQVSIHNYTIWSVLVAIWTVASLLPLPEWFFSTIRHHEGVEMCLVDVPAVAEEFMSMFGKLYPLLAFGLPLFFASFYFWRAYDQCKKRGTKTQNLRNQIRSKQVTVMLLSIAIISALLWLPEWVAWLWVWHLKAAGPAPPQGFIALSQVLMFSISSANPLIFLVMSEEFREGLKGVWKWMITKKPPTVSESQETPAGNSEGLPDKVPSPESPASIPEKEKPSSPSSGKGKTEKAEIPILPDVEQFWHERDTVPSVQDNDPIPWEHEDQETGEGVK
MITF primary – MITF inhibitors, primary screen, biochemical, AlphaScreen, human; inhibition, % at 2.6 µM; actives 0.91% (n = 650,000); AID 1259374, 2018; AlphaScreen MITF homodimerization, bead proximity signal; in the data active = inhibition above about 50%;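 note: 0% = vehicle wells with protein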
Target sequence (O75030 whole entry, looked up): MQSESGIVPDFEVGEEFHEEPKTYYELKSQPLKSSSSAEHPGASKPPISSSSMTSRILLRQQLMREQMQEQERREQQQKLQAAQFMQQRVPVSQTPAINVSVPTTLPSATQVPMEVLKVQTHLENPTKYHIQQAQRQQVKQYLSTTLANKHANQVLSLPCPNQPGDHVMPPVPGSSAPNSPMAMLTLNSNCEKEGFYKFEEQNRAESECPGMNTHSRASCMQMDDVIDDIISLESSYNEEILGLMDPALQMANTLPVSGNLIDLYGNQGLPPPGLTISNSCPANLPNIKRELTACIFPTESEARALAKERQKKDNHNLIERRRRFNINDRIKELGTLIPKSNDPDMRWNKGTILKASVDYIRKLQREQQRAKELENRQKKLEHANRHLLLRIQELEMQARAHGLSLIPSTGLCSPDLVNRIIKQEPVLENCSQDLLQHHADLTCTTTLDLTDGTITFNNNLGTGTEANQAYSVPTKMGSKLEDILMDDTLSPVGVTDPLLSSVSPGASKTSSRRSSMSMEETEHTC
FBW7 act – FBW7 E3 ligase activators, primary screen, biochemical, AlphaScreen, human. F-box/WD repeat-containing protein 7 (Homo sapiens), Q969H0. AlphaScreen FBW7–phospho-cyclin E peptide binding, activator screen. normalized activity (activation), % at 26.1 µM. actives 0.13% (n = 650,000). AID 1259310, 2017; in the data active = normalized activity above about 1.9%;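 note: purified mutant Fbw7 with reduced substrate affinity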
Starred values were filed as active, the others as inactive.

No.	structure	TEAD-YAP block	GPR151 activ
1	O=C(CSc1nnc(-c2cccs2)n1CC1CCCO1)N1CCc2ccccc21 (stereo not drawn)	-2	2.3
2	O=C(O)c1ccc(Br)c(S(=O)(=O)N2CCCCCC2)c1	0	0.0
3	O=C1c2ccccc2-c2cc(C(=O)n3nnc4ccccc43)ccc21	3	-0.4
4	CCC1CCCCN1C(=O)COC(=O)c1ccccc1NS(=O)(=O)c1cccs1 (stereo not drawn)	-14	2.0
5	CCCN(CCC)C(=O)CSc1nc2ccsc2c(=O)n1CCc1ccc(Cl)cc1	4	0.6
6	COc1ccccc1N1CCN(C(=O)CSc2nc3ccsc3c(=O)n2-c2ccc(Br)cc2)CC1	18	0.4
7	CCc1c(O)nc(SCC(=O)Nc2ccccc2C(N)=O)[nH]c1=O	-9	0.7
8	CC(C)(C)NC(=O)Nc1cccc(Cl)c1	0	1.6
9	Fc1cccc(Cl)c1-c1nnc2ccc(N3CCCCC3)nn12	-9	-0.1
10	CN(CCO)CC(O)Cn1c2ccc(Cl)cc2c2cc(Cl)ccc21 (stereo not drawn)	-23	1.1
11	CC(C)N1CCc2c(sc(NC(=O)c3ccc([N+](=O)[O-])s3)c2C(N)=O)C1	6	-1.6
12	O=C(NNS(=O)(=O)c1cccc2nsnc12)C1CCC(c2ccccc2)CC1 (stereo not drawn)	8	0.9
13	CCC(=O)N(Cc1cccnc1)Cc1cc2cc(OC)ccc2nc1Cl	4	0.1
14	O=C(COC(=O)CCC1=NS(=O)(=O)c2ccccc2N1)Nc1ccc(F)cc1	0	0.4
15	CC1=C(C(=O)Nc2cccc(Cl)c2)C(c2ccc(O)c(Cl)c2)NC(=O)N1 (stereo not drawn)	0	2.1

No.	MITF primary	FBW7 act
1	-10	-0.6
2	-8	0.0
3	-3	-0.1
4	2	0.0
5	6	0.1
6	11	-0.2
7	6	0.5
8	-4	-0.1
9	14	0.0
10	3	0.1
11	6	-0.2
12	1	-0.2
13	9	0.0
14	9	0.3
15	-16	0.0

(more compounds)
No.	structure	TEAD-YAP block	GPR151 activ
16	CC(C)C[C@@H]1NC(=O)[C@H]2CN(Cc3cccc4cccnc34)CCN2C1=O	7	-0.6
17	Cn1ccc(/C=C2/CCC/C(=C\c3ccn(C)n3)C2=O)n1	-12	-1.5
18	CCCc1nnc2sc(NC(=O)COc3ccc(C)cc3)nn12	-1	0.6
19	CCOc1ccc(Cn2c(O)cc(=O)[nH]c2=S)cc1	-4	0.0
20	CC1CCCC(C)N1C(=O)COC(=O)c1ccc(Cl)c([N+](=O)[O-])c1 (stereo not drawn)	12	0.5
21	CCn1cc(C2=NOC(C(=O)Nc3c(C)n(C)n(-c4ccccc4)c3=O)C2)c(C)n1 (stereo not drawn)	-3	-0.7
22	CC(=O)Nc1ccc(NC(=O)C(C)n2c3ccccc3c3nc(=O)cc(C)n32)cc1 (stereo not drawn)	-8	1.2
23	COCCN(C(=O)Nc1cccc(C(C)=O)c1)C1CCN(c2nc(C)cc(C)n2)CC1	-1	0.8
24	Cc1c(C(=O)O)sc(=S)n1Cc1cccnc1	9	-1.6
25	CC(C)(C)C(=O)COC(=O)c1ccccc1O	11	0.6
26	Cc1noc(/C=C/N2CCOCC2)c1S(=O)(=O)N(C)CC(=O)NC1CCCCC1	-6	0.1
27	Cn1c(=O)n(C)c2cc([N+](=O)[O-])c(N3CCN(C(=O)c4ccccc4Cl)CC3)cc21	32	0.9
28	Cn1cnc2c1c(=O)n(Cc1ccc([N+](=O)[O-])cc1)c(=O)n2C	-7	-1.1
29	CCc1ccc(N2C(=O)c3ccncc3C2=O)cc1	0	0.3
30	O=C(CSc1nc2cc(C(=O)NCCCN3CCOCC3)ccc2c(=O)n1-c1ccc(F)cc1)c1ccc(Cl)cc1	3	-0.7

No.	MITF primary	FBW7 act
16	-4	-0.1
17	16	0.2
18	3	-0.2
19	-6	-0.7
20	4	-0.2
21	-5	0.0
22	3	-0.1
23	9	0.0
24	0	-0.1
25	4	0.3
26	-3	0.0
27	-18	0.2
28	-8	-0.2
29	-2	-0.3
30	-8	0.0

4 compounds from above with just MITF primary, GPR151 activ and TEAD-YAP block:
No.	Molecule	MITF primary	GPR151 activ	TEAD-YAP block
12	O=C(NNS(=O)(=O)c1cccc2nsnc12)C1CCC(c2ccccc2)CC1 (stereo not drawn)	1	0.9	8
19	CCOc1ccc(Cn2c(O)cc(=O)[nH]c2=S)cc1	-6	0.0	-4
9	Fc1cccc(Cl)c1-c1nnc2ccc(N3CCCCC3)nn12	14	-0.1	-9
2	O=C(O)c1ccc(Br)c(S(=O)(=O)N2CCCCCC2)c1	-8	0.0	0

The list continues.
No.	structure	TEAD-YAP block	GPR151 activ
31	Cc1ccc2c(Cl)c(C(=O)N3CCN(C)CC3)sc2c1	-47	0.0
32	Cc1ccc(Nc2nnc(SCC(=O)C(C)(C)C)s2)cc1	-8	1.3
33	COc1cc(NC(=O)c2cc([N+](=O)[O-])ccc2N2CCOCC2)c(OC)cc1Cl	6	1.3
34	CCOC(=O)N1CCN(C(=O)CSc2ncnc3c2oc2ccccc23)CC1	7	2.0
35	COc1ccc(Nc2cc(C(=O)NCc3cccnc3)c3ccccc3n2)c(OC)c1	7	1.1
36	COc1ccc(CC(=O)Nc2ccc3oc(-c4ccccc4)nc3c2)cc1	-15	0.2
37	Cc1cccc(-c2nsc(SCC(=O)NCc3ccco3)n2)c1	-3	-1.8
38	CC(C)c1ccc(C2C3=C(CC(C)(C)CC3=O)NC3=C2C(=O)c2ccccc23)cc1 (stereo not drawn)	-2	-0.2
39	CC1C(=O)C(C)C(c2ccc(N(C)C)cc2)NC1c1ccc(N(C)C)cc1 (stereo not drawn)	-9	-1.1
40	CCOc1cc(C#N)cc(Cl)c1OC	7	0.4
41	CC(=O)Nc1ccc2oc(-c3ccc(Cl)cc3)nc2c1	-64	-0.8
42	CCOC(=O)C1=C(C)N=c2s/c(=C/c3ccc(C)cc3)c(=O)n2C1c1ccc(Cl)cc1 (stereo not drawn)	6	-0.5
43	CCC(=O)N(Cc1ccc(S(N)(=O)=O)cc1)C1CC(=O)N(c2ccc(OC)cc2)C1=O (stereo not drawn)	3	-0.4
44	CC1CN(C(=O)c2c(NC(=O)c3ccccc3)sc3c2CCC(C(C)(C)C)C3)CC(C)O1 (stereo not drawn)	3	1.8
45	COc1cccc(N2CCN(S(=O)(=O)c3ccc(Br)cc3)CC2)c1	-10	-1.1

No.	MITF primary	FBW7 act
31	15	0.3
32	-1	-0.1
33	9	0.1
34	4	0.1
35	-1	-0.1
36	5	0.0
37	3	0.1
38	5	-0.1
39	22	-0.3
40	9	0.0
41	8	-0.1
42	17	1.0
43	5	0.2
44	-2	0.1
45	25	0.9

A draw from above in order of count of non-hydrogen atoms, falling:
No.	structure	TEAD-YAP block	GPR151 activ
35	COc1ccc(Nc2cc(C(=O)NCc3cccnc3)c3ccccc3n2)c(OC)c1	7	1.1
38	CC(C)c1ccc(C2C3=C(CC(C)(C)CC3=O)NC3=C2C(=O)c2ccccc23)cc1 (stereo not drawn)	-2	-0.2
33	COc1cc(NC(=O)c2cc([N+](=O)[O-])ccc2N2CCOCC2)c(OC)cc1Cl	6	1.3

No.	MITF primary	FBW7 act
35	-1	-0.1
38	5	-0.1
33	9	0.1

(list continues)
No.	structure	TEAD-YAP block	GPR151 activ
46	COc1cc([N+](=O)[O-])ccc1NC(=O)NNC(=O)c1csc2ccccc12	-7	-2.5
47	C=CCn1c(O)c(C2=c3ccccc3=NC2=O)sc1=Nc1ccc(O)cc1	-3	0.5
48	CN(CCc1cn[nH]c1)c1nc2nonc2nc1N1CCCCCC1	8	-0.2
49	COc1cccc(Nc2nc(Cc3ccccc3)nc3sc4c(c23)CCCC4)c1	6	0.0
50	O=C1c2ccccc2C(=O)N1COC1CCCCC1	6	0.9
51	NC(=O)CSc1nc2cccnc2n1C1CCCCC1	4	-0.3
52	CCCNC(=O)CCc1nc(-c2ccccc2Cl)no1	3	-1.3
53	CC(C)NS(=O)(=O)c1ccc(NC(=O)Nc2ccc(Cl)cc2)cc1	5	0.0
54	CCOc1ccc(S(=O)(=O)Nc2ccc3c(c2)c2c(n3S(=O)(=O)c3ccc(OCC)cc3)CC(C)(C)CC2=O)cc1	-1	1.0
55	COc1ccc(/C=N\Nc2cc(C)c3ccccc3n2)cc1OC	-5	0.9
56	CCC(=O)Nc1ccc(C(=O)OCc2cccc(F)c2)cc1	-6	0.0
57	CC(C)NC(=O)c1cccc2nc3ccccc3nc12	13	0.7
58	COc1ccc(CSc2nnc(N)s2)cc1F	-23	1.4
59	Cc1nn(Cc2ccccc2)c(N)c1-c1ccccc1	-7	0.0
60	Cc1ccc(CNC(=O)c2nnn(Cc3ccccc3)c2N)cc1	5	-0.3

No.	MITF primary	FBW7 act
46	-5	-0.2
47	-3	0.0
48	2	-0.1
49	11	-0.1
50	-6	0.2
51	13	0.2
52	-3	0.1
53	-3	0.0
54	-15	-0.1
55	-11	-0.1
56	19	0.1
57	9	-0.1
58	-1	0.1
59	9	0.4
60	-8	-0.2

Later entries
No.	structure	TEAD-YAP block	GPR151 activ
61	CC(C)(C)N=C(NC(=O)c1ccccc1)C(Cl)(Cl)Cl	-10	-0.3
62	COc1ccc(S(=O)(=O)N(CC(=O)N2CCCc3ccccc32)Cc2ccco2)cc1	-1	0.5
63	CCc1c(C)nc(-n2nc(C)cc2NC(=O)c2ccccc2Cl)[nH]c1=O	6	0.7
64	N#CCCSc1ccccc1NC(=O)c1coc2ccccc2c1=O	-7	0.9
65	CCOC(=O)COc1ccc2c(c1)c(C(=O)OCC)c(C)n2-c1ccc(OC)cc1	-9	2.1
66	CC(C)CNC(=O)c1cc2nc(-c3ccc(Br)cc3)cc(C(F)(F)F)n2n1	2	-0.9
67	CCOC(=O)N1CCN(S(=O)(=O)c2ccc(C(=O)Nc3sc4c(c3-c3nc5ccccc5s3)CCCC4)cc2)CC1	2	-0.9
68	CCNc1nc(NCCCN2CCCC2=O)c2ncn(CCN3CCCC3=O)c2n1	-1	4.0
69	O=C(NCN1C(=O)C2C3C=CC(C3)C2C1=O)Nc1nccs1 (stereo not drawn)	8	-0.5
70	C/C(=C/C(=O)C(F)(F)F)N1CCN(c2ccccn2)CC1	10	0.4
71	O=c1c(Cl)c(N2CCOCC2)cnn1-c1nc2ccccc2s1	21	-4.3
72	CN(C)c1ccc(C2CC(c3ccc(Cl)cc3)=NN2c2nc(-c3ccccc3)c3cc(Cl)ccc3n2)cc1 (stereo not drawn)	-2	0.1
73	CCc1ccc(C2C(C#N)=C(N)OC(C)=C2C(=O)OCc2ccccc2)cc1 (stereo not drawn)	0	-0.4
74	c1coc(C2=Nc3ccccc3SC(c3cccs3)C2)c1 (stereo not drawn)	13	-0.8
75	CCC(C)NC(=O)c1cc(-c2ccccn2)nc2ccccc12 (stereo not drawn)	10	0.2

No.	MITF primary	FBW7 act
61	4	-0.1
62	1	-0.2
63	18	0.2
64	-4	0.0
65	5	0.1
66	0	0.2
67	12	0.2
68	5	-0.2
69	-5	0.1
70	-2	-0.1
71	2	-0.5
72	3	-0.1
73	4	-0.2
74	2	0.0
75	-24	-0.2

(listing goes on)
No.	structure	TEAD-YAP block	GPR151 activ
76	O=C(O)c1ccc(NC(=O)c2ccc(N3C(=O)C4C5C=CC(C5)C4C3=O)cc2)cc1 (stereo not drawn)	16	-0.5
77	CC(C)(C)C1CCC(=NNC(=O)C(=O)Nc2ccc(F)cc2)CC1 (stereo not drawn)	-2	-0.3
78	COc1cc2c(cc1OC)C(COc1ccc3c(C)cc(=O)oc3c1)NCC2 (stereo not drawn)	7	3.0
79	CCCCNC(=O)c1cc2nc3c(c(C(F)(F)F)n2n1)CCc1ccccc1-3	0	1.3
80	CC1=C(CCN2CCc3nnc(CCNC(=O)C4CCOCC4)n3CC2)C(C)(C)CCC1	4	-0.6
81	O=C(O)CCN1C(=O)c2ccc(-c3nc4ccccc4c(=O)o3)cc2C1=O	1	1.0
82	CC(C)CC(NC(=O)C1CCC(C)CC1)C(=O)NCc1cccnc1 (stereo not drawn)	9	-0.8
83	CC(C)(C)Nc1nc(OCC#N)nc(N2CCCCC2)n1	-3	-0.6
84	O=C(COC(=O)c1cc(=O)c2ccccc2o1)Nc1ccc(OC(F)F)cc1	8	2.7
85	Cc1ccc(CC(=O)N2CC(=O)Nc3ccccc32)c(C)c1	34*	-1.3
86	Cc1c(C(=O)O)oc2ccc(S(=O)(=O)N3CCCCC3C)cc12 (stereo not drawn)	0	-2.1
87	COc1ccc(C(=O)Nc2ccc(-c3nc4ccccc4s3)cc2)cc1Cl	0	-1.5
88	Cn1nnc(NC(=O)C(c2ccccc2)c2ccccc2)n1	0	-0.8
89	O=C(c1ccc(SCc2cccc(F)c2)c([N+](=O)[O-])c1)N1CCN(c2ccccc2)CC1	-1	-0.5
90	COc1ccc(C2CC(=O)C3=C(C2)Nc2ccccc2NC3c2cccc([N+](=O)[O-])c2)cc1OC (stereo not drawn)	8	1.9

No.	MITF primary	FBW7 act
76	-14	0.2
77	-4	0.0
78	-22	0.0
79	0	0.0
80	1	-0.1
81	8	-0.1
82	7	-0.1
83	2	-0.3
84	-5	-0.1
85	-12	-0.2
86	7	-0.1
87	-8	0.2
88	17	0.2
89	8	0.0
90	12	0.0
